Screening results as filed in PubChem.
SR-BI HDL uptake: inhibitors of SR-BI mediated HDL lipid uptake, primary screen, ldlA[mSR-BI] cells, fluorescence, single point; ldlA[mSR-BI] CHO cells, DiI-HDL uptake fluorescence, 3 h; Scavenger receptor class B member 1 (Mus musculus), Q61009; AID 488896, 2010; 320,000 tested, 0.96% active; inhibition, % at 12.5 µM;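 active means mean replicate inhibition of at least 70% and a set share of replicates each scoring 70 or more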;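 further: 0% = median of neutral control wells and 100% = median of positive control wells; values of inactives mirror those of a sister screen read the other way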
Target sequence (Q61009 whole entry, looked up): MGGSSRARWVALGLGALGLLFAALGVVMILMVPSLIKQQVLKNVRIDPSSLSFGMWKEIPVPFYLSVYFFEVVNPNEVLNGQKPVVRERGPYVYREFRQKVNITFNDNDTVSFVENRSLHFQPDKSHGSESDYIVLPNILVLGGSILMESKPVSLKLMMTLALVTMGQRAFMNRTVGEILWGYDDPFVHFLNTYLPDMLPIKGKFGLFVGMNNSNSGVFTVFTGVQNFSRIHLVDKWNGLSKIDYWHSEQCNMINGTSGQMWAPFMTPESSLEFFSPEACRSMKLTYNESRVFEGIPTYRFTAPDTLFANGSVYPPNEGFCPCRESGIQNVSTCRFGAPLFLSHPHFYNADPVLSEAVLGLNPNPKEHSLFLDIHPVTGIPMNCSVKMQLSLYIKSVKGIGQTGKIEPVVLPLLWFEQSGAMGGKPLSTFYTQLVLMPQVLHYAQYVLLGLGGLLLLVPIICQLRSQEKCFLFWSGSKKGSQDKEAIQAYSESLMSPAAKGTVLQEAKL
NSD2 HMT inh: NSD2 histone methyltransferase inhibitors, primary screen, biochemical, AlphaScreen, single concentration, set 2. Histone-lysine N-methyltransferase NSD2 (Homo sapiens), O96028. NSD2 peptide methylation, 120 min. inhibition, % at 12.5 µM. 310,000 tested, 0.54% active. AID 743445, 2014; in the data active means inhibition above about 50%
Rtt109 HAT inh: inhibitors of C. albicans Rtt109/Vps75 HAT, primary screen, biochemical, ThioGlo CoA-SH fluorescence, plate reader | 330,000 tested, 0.16% active | purified Rtt109/Vps75, 4 h | inhibition, % at 34.9 µM | AID 540336, 2011 | Histone acetyltransferase RTT109 (Candida albicans (strain SC5314 / ATCC MYA-2876)), …;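 active means inhibition of at least 50% in every replicate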
PvdQ inh: P. aeruginosa PvdQ acylase inhibitors, primary screen, biochemical, fluorescence, plate reader and imaging, single point | AID 488965, 2010 | inhibition, % at 10 µM | 340,000 tested, 0.063% active | purified PvdQ acylase | PvdQ acylase [Pseudomonas aeruginosa LESB58]; in the data active means inhibition above about 30%, passing the limit was not always enough;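 further: 0% = vehicle neutral wells and 100% = reference inhibitor wells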
CAL PDZ FP-1: untagged CAL PDZ binding inhibitors, primary screen, biochemical, fluorescence polarization, HTS; purified CAL PDZ, TMR-peptide fluorescence polarization, 1 h; inhibition, % at 24.9 µM; AID 602252, 2012; 300,000 tested, 0.92% active;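 active means mean inhibition of at least 30% with at least half of replicates also reaching 30%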;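 further: 0% = DMSO neutral control and 100% = excess unlabeled competitor peptide PRC23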
CAL PDZ FP-2: CAL PDZ peptide-binding inhibitors, primary screen, biochemical, fluorescence polarization, Cer-tagged CAL PDZ, HTS | Golgi-associated PDZ and coiled-coil motif-containing protein (Homo sapiens), Q9HD26 | purified CAL PDZ, TMR-peptide fluorescence polarization, 1 h | inhibition, % at 20 µM | 330,000 tested, 0.02% active | AID 504414, 2011;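 active means highest replicate inhibition of at least 40%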;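 further: plate controls were DMSO neutral control wells for no effect and unlabeled competitor peptide control wells for full effect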
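Test system: tagged CAL PDZ domain / Buffer or medium: sodium phosphate/NaCl buffer pH 7.4 with TCEP, IgG, Thesit / Reagent: TMR-labelled reporter peptide T*-PRC34 bound in PDZ groove / Compound dosing: single point, 20 µM / Schedule: 1 h incubation at room temperature before polarization reading / Technique: fluorescence polarization (mP) / Benchmarks: unlabelled peptide, DMSO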
SR-BI uptake up: activators of SR-BI mediated DiI-HDL uptake, primary screen, ldlA[mSR-BI] CHO cells, DiI fluorescence | AID 504775, 2011 | activation, % at 12.5 µM | 3 h; 100 = double the neutral-control signal | 320,000 tested, 0.096% active;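 active means mean replicate activation of at least 60% and every replicate at or above 60%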;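 further: 0% = median plate neutral-control signal and 100% = twice that signal; values of inactives mirror those of a sister screen read the other way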
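Material: SR-BI-overexpressing, LDLR-lacking CHO cells; schedule: compound exposure 3 h, 37 °C; reagent: DiI-labelled HDL at 10 µg/mL final; technique: bottom-read fluorescence, 550/595 nm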
dFosB act: activators of delta FosB homodimer, primary screen, biochemical, fluorescence polarization, TAMRA-CDK5 oligo, single point; purified delta FosB; percent of positive-control signal above neutral wells; Protein FosB (Mus musculus), P13346; AID 493131, 2011; 340,000 tested, 0.99% active; activation, % at 25 µM;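 active means mean activation above about 17%, with every replicate also reaching it, limit read from the data, passing the limit was not always enough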;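 further: fluorescence polarization rise as delta FosB binds a TAMRA Cdk5 AP-1 oligo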
Target sequence (P13346 whole entry, looked up): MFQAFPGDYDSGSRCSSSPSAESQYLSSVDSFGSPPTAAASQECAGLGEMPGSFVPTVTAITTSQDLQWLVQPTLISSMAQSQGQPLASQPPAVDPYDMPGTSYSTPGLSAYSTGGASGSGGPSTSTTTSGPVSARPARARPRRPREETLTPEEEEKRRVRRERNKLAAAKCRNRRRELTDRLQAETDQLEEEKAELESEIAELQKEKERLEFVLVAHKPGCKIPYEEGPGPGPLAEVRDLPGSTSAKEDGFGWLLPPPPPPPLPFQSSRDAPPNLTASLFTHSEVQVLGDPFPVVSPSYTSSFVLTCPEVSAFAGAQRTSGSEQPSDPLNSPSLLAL
PfHsp90 yeast 2: growth inhibition of PfHsp90-expressing yeast, primary screen, antimalarial PfHsp90 inhibitor project, S. cerevisiae, BacTiter-Glo luminescence, single point, set 2 | BacTiter-Glo ATP, 48 h; yeast lacking PDR1 and PDR3 efflux regulators | inhibition, % at 9.4 µM | 310,000 tested, 0.32% active | AID 504621, 2011;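 active means every replicate shows inhibition above about 80%, whatever the replicate mean, limit read from the data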;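 further: 0% = DMSO neutral controls and 100% = 20 µM radicicol positive controls; yeast relying on Plasmodium falciparum Hsp90 in place of its own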
MITF TRPM1 HTS: activators of MITF-driven TRPM1 promoter reporter, primary screen, cell-based, SK-MEL-5, luciferase, single point. SK-MEL-5 TRPM1-promoter luciferase, 24 h; % of positive control, neutral wells = 0. activation, % at 12.5 µM. 300,000 tested, 0.75% active;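 active means mean activation of at least 80% with every replicate also reaching 80%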;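 further: 0% = neutral control wells and 100% = parthenolide positive control wells; values of inactives mirror those of a sister screen read the other way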
Starred values were filed as active, the others as inactive; x = not tested or not shown.

Molecule	SR-BI HDL uptake	NSD2 HMT inh	Rtt109 HAT inh	PvdQ inh	CAL PDZ FP-1	CAL PDZ FP-2	SR-BI uptake up	dFosB act	PfHsp90 yeast 2	MITF TRPM1 HTS
O=C(NCc1ccccc1Cl)c1ccc2c(=O)n(CCCN3CCCC3=O)c(=S)[nH]c2c1	-3	0	1	12	x	-1.5	3	-10	x	-9
O=C(NCC1CC1)c1onc(CSc2nc3ccccc3[nH]2)c1C(=O)NCC1CC1	-23	x	-12	-2	-2	-2.0	23	-2	-10	-5
CCOc1cc(/C=C2\CCn3c2nc2cc(Cl)ccc2c3=O)ccc1O	x	-7	-10	-12	-8	-2.4	x	-3	-12	x
O=C(N/C(=C/c1ccc([N+](=O)[O-])cc1)C(=O)N1CCOCC1)c1ccco1	-30	0	0	-9	-1	0.1	30	-6	14	-4
CCc1nnc(NC(=O)CSc2nnc(-c3c[nH]c4ccccc34)n2C)s1	-1	x	5	-15	x	-0.9	1	-4	5	-5
CCC(OC(=O)CN1C(=O)c2ccccc2C1=O)C(=O)NC1CCCC1 (configuration not stated)	-7	-11	4	-17	-5	0.6	7	4	-7	13
O=C(NCCNC(=O)c1cccc(O)c1)c1cccc(O)c1	10	-2	1	-10	-1	-1.3	-10	-6	-24	1
COc1ccccc1NNC(=O)C(O)(c1ccccc1OC)c1ccccc1OC	-3	0	3	-2	-1	-3.6	3	4	-4	-16
O=C(O)COCC(=O)NCc1csc2ccccc12	-24	-2	19	7	-1	-1.2	24	2	-3	-8
Cc1cc(C)c(C)c(OCC(=O)NCC2CCCO2)c1 (configuration not stated)	-15	-3	1	-4	-6	-2.1	15	-1	-25	x
COC(=O)c1c(NC(=O)CN2C(=O)C(=O)N(C(C)C)C2=O)sc(C)c1C	-13	9	8	9	-3	-0.8	13	-9	x	-9
Cc1ccc(-n2c(=O)c3ccccc3n(CC(=O)NCc3ccco3)c2=O)cc1	x	5	-8	-6	-7	-0.5	x	9	-3	2
CCOc1ccc(NC(=O)CN(C)C(=O)Cc2c[nH]c3ccccc23)cc1OCC	38	3	29	-15	-1	-1.2	-38	-11	-3	-18
Cc1sc2ncnc(NCC3CCCO3)c2c1C (configuration not stated)	5	13	-4	-4	-1	-0.4	-5	8	5	0
COc1ccc(C(C)NC(=S)NC2CCCCC2)cc1OC (configuration not stated)	8	0	1	-6	-2	-3.8	-8	3	-21	-2
Cc1nc2ccccn2c(=O)c1NC(=O)c1cccc2ccccc12	-11	-4	3	-11	0	-1.9	11	-11	x	6
COc1cc(Cl)c(C)cc1NC(=O)COC(=O)C(NS(=O)(=O)c1ccc(Cl)cc1)C(C)O (configuration not stated)	25	2	6	-7	-1	0.5	-25	-14	x	7
Nc1nc(=O)n(C2CC(O)C(CO)O2)cc1F (configuration not stated)	-17	-1	-2	-16	0	-0.2	17	4	-8	x
Cc1cc2cc(CN(C(=O)C3CC3)C3CCCC3)c3nnnn3c2cc1C	9	1	-10	-5	0	-2.6	-9	-12	-8	1
N#Cc1c(C(F)(F)F)cc(-c2ccc(Cl)cc2)nc1SCC(=O)O	-3	-3	3	0	-1	-3.6	3	-12	27	-25
Cc1cccc(N2C(=O)CC(Sc3nc(-c4ccccc4)c4cc(Cl)ccc4n3)C2=O)c1 (configuration not stated)	-5	31	-5	2	x	-1.8	5	-14	-25	x
CC(C)c1ccc(OCC(=O)NC2=NCCS2)cc1	-2	0	20	2	-6	-0.3	2	-2	15	74
CCOc1ccc(/C=N/NC(=S)Nc2c(C)cccc2C)cc1	x	-5	6	-5	0	-1.8	x	4	-6	-5
Cc1cc(S(=O)(=O)N2CCCC2)ccc1OCC(=O)N1CCC(C(N)=O)CC1	-1	1	4	1	0	0.4	1	1	4	5
O=C(NCc1ccccc1CN1CCCC1)c1cccc(N2CCCC2=O)c1	41	0	-5	-2	14	0.2	-41	0	-3	3
CCCCCn1c(CCNC(=O)CCC)nc2ccccc21	29	x	1	-13	-6	-0.8	-29	-1	-5	x
CCN(CC)S(=O)(=O)c1cc(NC(=O)C(=O)c2c(-c3ccccc3)cc3ccccn23)ccc1C	58	1	0	-1	-1	-0.2	-58	-1	2	0
Cc1ccc(C(=O)N2C3C=CC(C3)C2(C(F)(F)F)C(F)(F)F)cc1 (configuration not stated)	5	4	2	-9	-3	-3.6	-5	0	29	4
COc1cccc(N2CCN(CC(=O)NCc3ccccc3)CC2)c1	-1	-3	0	-20	50*	0.0	1	-2	-8	x
CC(C(=O)N1CCN(Cc2ccc3c(c2)OCO3)CC1)c1ccc([N+](=O)[O-])cc1 (configuration not stated)	15	2	x	-7	-1	-2.2	-15	0	17	0
COC(=O)c1ccc(Cn2c(CN3CCOCC3)nc3ccccc3c2=O)o1	-13	-1	-5	-12	-6	-0.9	13	0	52	-17
COCc1nnc(NC(=O)c2ccc(NC(C)=O)cc2)s1	-15	1	-16	-5	-3	-1.8	15	-9	-42	6
COc1ccc(C(=O)c2nc3c(n2O)CCCC3)cc1OC	x	x	3	-10	5	-2.7	x	-11	-5	-6
COCCc1ncc(CN2CCCC(C(=O)Nc3cccc(-c4cccc(C)c4)c3)C2)cn1 (configuration not stated)	30	2	18	3	1	-0.1	-30	-21	12	-4
NC(=NCCc1ccccc1)NS(=O)(=O)c1ccccc1F	-22	-1	-21	-4	x	-1.0	22	-7	8	-9
CCOCc1nnc(NC(=O)CCS(=O)(=O)Cc2ccccc2)s1	-5	-3	-3	-10	-3	0.0	5	-1	16	16
CS(=O)(=O)N1CC(C(=O)NN)Oc2ccc(Cl)cc21 (configuration not stated)	-19	-1	-3	-4	-4	1.1	19	4	7	7
CC1CCN(S(=O)(=O)c2ccc3c(c2)CCN3C(=O)CCC(=O)O)CC1	-34	x	-3	-7	x	-3.0	34	3	x	-4
O=C(c1ccco1)N1CCN(Cc2ccccc2F)CC1	-18	-1	4	-21	x	-2.7	18	3	1	-3
CCn1c(COc2ccc(=O)n(-c3ccccc3)n2)n[nH]c1=S	5	-2	-2	2	1	-2.5	-5	-4	-17	1
Cc1ccc(OCC(=O)NCc2n[nH]c(=O)c3ccccc23)cc1	-13	-1	-1	-10	-2	-2.9	13	-9	x	0
CC(=O)c1ccc(COC(=O)Cc2ccc([N+](=O)[O-])cc2)cc1	-17	-2	4	6	-4	x	17	3	0	-2
CN1CCN(CCCNc2nc3ccccc3c3nc(-c4ccccc4)nn23)CC1	x	6	3	2	8	-5.4	x	-28	-18	19
Fc1ccccc1CSc1nc2ccccc2[nH]1	-16	-5	1	4	-3	-1.1	16	0	15	x
CCCc1c(O)nc(SCCN(CC)CC)[nH]c1=O	-7	8	-9	-10	-5	-0.2	7	0	2	12
Cc1ccccc1N/N=C/c1c(C)nc2ccccn12	4	0	-11	7	-1	1.8	-4	-4	-8	-18
Cc1ccc(N2C(=O)CC(N(O)C3CC(=O)N(c4ccc(C)cc4)C3=O)C2=O)cc1 (configuration not stated)	1	-6	5	-16	59*	-2.1	-1	1	-6	-8
CCOc1ccc(N2C(=O)CC(Sc3nc(CC(C)C)ccc3C#N)C2=O)cc1 (configuration not stated)	1	7	6	-25	-4	0.0	-1	-10	-23	-6
COc1ccccc1NC(=O)c1cc2cc(Br)ccc2oc1=N	52	x	-5	2	-3	-1.5	-52	-9	-13	9
CS(=O)(=O)N(CC(=O)N1CCN(c2ccccc2)CC1)c1ccccc1Cl	-11	7	-11	-15	-4	-1.8	11	-9	18	8

2 entries from above, with values under each structure:
Below each SMILES: SR-BI HDL uptake, NSD2 HMT inh, Rtt109 HAT inh, PvdQ inh, CAL PDZ FP-1, CAL PDZ FP-2, SR-BI uptake up, dFosB act, PfHsp90 yeast 2, MITF TRPM1 HTS
COCc1nnc(NC(=O)c2ccc(NC(C)=O)cc2)s1
  -15, 1, -16, -5, -3, -1.8, 15, -9, -42, 6
COc1ccc(C(=O)c2nc3c(n2O)CCCC3)cc1OC
  x, x, 3, -10, 5, -2.7, x, -11, -5, -6

(more compounds)
Molecule	SR-BI HDL uptake	NSD2 HMT inh	Rtt109 HAT inh	PvdQ inh	CAL PDZ FP-1	CAL PDZ FP-2	SR-BI uptake up	dFosB act	PfHsp90 yeast 2	MITF TRPM1 HTS
CC(=O)Nc1cccc(Oc2cnc3ccccc3n2)c1	-2	-1	-5	-18	x	-2.4	2	-4	-2	30
CSc1cccc(NS(=O)(=O)c2ccc(F)cc2)c1	-36	-2	9	-10	1	-2.6	36	3	15	0
Cc1ccnc(NC(=O)CCC(=O)N(CC(=O)NC2CCCCC2)CC2CCCO2)c1 (configuration not stated)	-8	x	4	-15	-4	1.0	8	-3	-6	-2
CCOC(=O)C1=C(COC(=O)c2ccccc2OC)NC(=O)NC1C (configuration not stated)	24	-3	10	7	-6	-0.7	-24	-4	12	18
O=C(/C=C/c1cccc([N+](=O)[O-])c1)NCCSCc1c(Cl)cccc1Cl	-32	0	6	-18	x	0.1	32	-10	-1	-4
COc1ccc(Cn2c(N)c(S(=O)(=O)c3cccs3)c3nc4ccccc4nc32)cc1	-20	-1	-10	-11	-1	-0.1	20	5	-48	-11
CC[C@@H](C)[C@@H]1CN([C@@H](C)CN2CCC[C@H]2CN2C(N)=NC[C@H]2CC(C)C)C(=N)N1CCCC1CCCC1	-7	x	-5	-8	-1	-0.7	7	3	-18	-6
COc1cccc(CN(C)C(=O)c2cccc(S(=O)(=O)Nc3cccc(C)c3)c2)c1OC	7	2	11	-4	-3	-2.5	-7	-5	-6	4
Cc1cc(C)c(NC(=O)C2c3ccccc3Oc3ccccc32)c(C)c1	-28	-2	5	-16	-5	0.2	28	3	1	10
COC(=O)c1ccc(CN2CCN(C(C)C)C(CCO)C2)cc1 (configuration not stated)	28	0	2	-11	-2	-2.2	-28	-7	6	-3

An unsorted share of the library; about 4.3% have a hit in one of these screens.
